# Screening results deposited in PubChem by Broad Institute.
# Xi reactivation = X-chromosome reactivation activator; XiGFP mouse fibroblasts, % GFP-positive cells imaging, 3 d; cells co-treated with 5-aza-dC sensitizer; scaled so ellipticine positive control = 100%; activation, % at 7.58 µM; hit rate 0.055% among 360,000;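 active = mean normalized replicate activation at least 10% and every replicate at or above 10%; inconclusive = only one of the two criteria met; inactive = mean below 10% and not all replicates reach 10%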;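 note: 0% = median of on-plate neutral control wells and 100% = ellipticine 6 µM median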
#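 material = 68-5-11 XiGFP fibroblast line | medium = DMEM plus 5-aza-dC sensitizer | schedule = 3 days compound exposure | benchmarks = positive control ellipticine, 6 µM final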
# PAX8 reporter = inhibitors of PAX8 transcriptional activity in RMG-I cells; RMG-I TPO-luciferase reporter, SteadyGlo, 24 h; inhibition, % at 12.6 µM; hit rate 1.2% among 360,000; AID 652154;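 active = mean replicate inhibition at least 60% with every replicate also reaching 60%; inconclusive = only one of the two criteria is met; inactive = mean below 60% and not all replicates reaching 60%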;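 note: luciferase light reporting Pax8 driven TPO promoter activity; plate controls were median of neutral control wells for no effect and mitoxantrone controls for full effect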
# DENV2 CPE rescue = protects cells from dengue virus 2 cytopathic effect; DENV2-infected cells, cytopathic effect rescue, plate reader; CPE inhibition, % at 9.99 µM; hit rate 1.7% among 350,000; in the data active = CPE inhibition above about 20%, passing the limit was not always enough; inconclusive = no clear call, values can overlap the other calls; tested in BHK-21 cells;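 note: 0% = median of neutral control wells and 100% = median of positive control wells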
# GSIS activator = primary screen for activators of insulin secretion dependent on glucose, INS-1E cells, GLuc reporter luminescence. INS-1E GLuc reporter insulin secretion, 2-3 h. hit rate 0.61% among 370,000. activation, % at 16.6 µM;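 active = lowest replicate activation of at least 40%, so every replicate reaches that level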;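 note: 0% = median of neutral control wells and 100% = median of IBMX positive control wells; some compounds called inactive have numbers as strong as hits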
# F508del corr = CFTR F508del correction in bronchial cells; CFBE cells, YFP halide quenching; stimulated with forskolin plus potentiator P3; % fluorescence drop versus neutral controls; activity (quench increase), % at 7.58 µM; hit rate 0.36% among 350,000; AID 720511;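 active = mean added fluorescence quench of at least 8% versus neutral control, with both replicates also reaching 8%; inconclusive = only one of the mean or replicate conditions met; inactive = mean below 8% and not both replicates reaching 8%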;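 note: cells transiently co-express mutant CFTR-F508del with the halide-sensitive YFP; corrector assay measuring rescue of mutant channel to the surface after 24 h compound exposure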
# ERp5 inh = inhibitors of human ERp5 | Q15084 | ERp5 insulin aggregation, absorbance 650 nm, 90 min | inhibition, % at 9.99 µM | hit rate 0.05% among 350,000;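 active = mean replicate inhibition above about 25%, with every replicate also reaching it, limit read from the data, passing the limit was not always enough; inconclusive = only one of those two criteria met; inactive = neither criterion met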
# Target sequence (Q15084 whole entry, looked up): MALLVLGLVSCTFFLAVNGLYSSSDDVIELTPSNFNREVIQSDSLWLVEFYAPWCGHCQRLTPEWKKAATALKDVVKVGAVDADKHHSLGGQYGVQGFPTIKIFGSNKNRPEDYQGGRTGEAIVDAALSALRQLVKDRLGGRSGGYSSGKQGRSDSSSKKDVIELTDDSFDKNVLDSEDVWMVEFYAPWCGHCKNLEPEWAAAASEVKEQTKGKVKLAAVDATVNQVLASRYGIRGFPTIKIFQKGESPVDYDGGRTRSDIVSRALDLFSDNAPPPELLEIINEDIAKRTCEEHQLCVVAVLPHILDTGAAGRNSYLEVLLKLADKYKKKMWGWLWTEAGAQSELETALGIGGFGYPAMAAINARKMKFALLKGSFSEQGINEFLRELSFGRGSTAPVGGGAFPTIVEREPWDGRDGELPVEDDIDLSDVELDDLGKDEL
# EWS-Fli inh = EWS/Fli transcriptional activity inhibition. A673 NR0B1-luciferase reporter, viability-normalised. inhibition, % at 12.6 µM. hit rate 0.67% among 350,000. AID 651661;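 active = mean inhibition of at least 50% after viability correction, with every replicate also passing that limit; inconclusive = mean reaches 50% but only one of two replicates passes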;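 note: firefly luciferase signal divided by Alamar Blue viability fluorescence both relative to DMSO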
# ARNT-TACC3 inh = ARNT/TACC3 interaction disruption; Q9Y6A5; AlphaScreen His-ARNT PAS-B/GST-TACC3 binding, luminescence; TACC3 fragment carries E629A point mutation; inhibition, % at 9.99 µM; hit rate 0.66% among 390,000; AID 623870;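 active = mean inhibition of replicates at least 50% and at least half of replicates each reaching 50%; inconclusive = half or more replicates reach 50% but mean below 50%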;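 note: 0% = complete ARNT plus TACC3 wells and 100% = ARNT alone without TACC3; many hits fall short of the cut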
# * marks the source's active call; other numbers are inactive results; ? = inconclusive; . = not tested or not shown.
Structure,Xi reactivation,PAX8 reporter,DENV2 CPE rescue,GSIS activator,F508del corr,ERp5 inh,EWS-Fli inh,ARNT-TACC3 inh
COC(=O)c1sccc1NC(=S)Nc1cc(OC)ccc1OC,0.6,-8.4,-1.7,-4.5,-1.4,4.7,-0.6,0.2
C/C(=N\NC(N)=S)c1ccccc1,0.0,-3.4,?,32.1,-1.6,1.6,12.3,8.1
C[C@H]1CN([C@@H](C)CO)C(=O)c2cc(-c3cccc(F)c3)cnc2O[C@H]1CN(C)C(=O)c1ccccn1,-0.8,.,?,28.1,-1.6,6.2,-3.2,-9.9
C(=C\c1ccccc1)/CN1CCN(C(c2ccnc3ccccc23)c2nnnn2C2CCCC2)CC1 (stereo not drawn),.,5.3,14.0,-9.0,4.2,5.8,13.9,.
C[C@@H]1CN([C@H](C)CO)C(=O)Cc2cc(NS(=O)(=O)c3ccc(Cl)cc3)ccc2O[C@@H]1CN(C)C(=O)Nc1ccc2c(c1)OCO2,-0.9,-3.5,.,6.4,-1.0,.,2.1,.
CCOc1ccc(/C=N/NC(=O)c2ccccc2NC(=O)c2ccc(OC)cc2)cc1,0.2,-77.3,2.9,11.9,.,-2.9,-20.8,2.7
COCC(=O)N1CCCCN2[C@@H](CO)[C@H](c3ccc(-c4cccc(C)c4)cc3)[C@@H]2C1,0.0,-7.8,4.5,-5.8,2.1,-10.5,-5.0,-7.3
CC(C)CC#Cc1cnc2c(c1)C(=O)N([C@@H](C)CO)C[C@@H](C)[C@H](CN(C)C(=O)C1CCCCC1)O2,-1.4,21.7,15.1,-0.3,1.5,8.9,1.7,3.3
CN1CCN(C2CN(Cc3cn(Cc4cccc(C(F)(F)F)c4)nn3)S(=O)(=O)C2)CC1 (stereo not drawn),-0.1,3.2,3.2,10.3,0.6,2.5,-10.9,.
CC(C)NC(=O)N(C)C[C@H]1OCCCC[C@H](C)Oc2ccc(NC(=O)Cc3ccccc3)cc2C(=O)N([C@@H](C)CO)C[C@H]1C,0.2,-0.8,7.8,7.5,-0.3,3.5,.,6.5
COc1ccccc1C(=O)N/N=C(\C)CC(=O)Nc1ccccc1NC(C)=O,0.0,33.8,-1.0,-3.7,-0.7,1.0,12.7,15.4
Cc1sc2ncn(CC(=O)NCC3COc4ccccc4O3)c(=O)c2c1S(=O)(=O)N1CCOCC1 (stereo not drawn),0.2,-12.9,4.5,4.2,0.8,8.6,-0.8,-1.3
CCOCCCN(C(=O)Cn1nnc(-c2ccc(C)o2)n1)C(C(=O)NCC1CCCO1)c1ccc(F)cc1 (stereo not drawn),0.0,-4.6,-5.5,-16.5,-1.4,13.0,3.5,-0.4
COc1cc(C(=O)NC(C)CCc2ccccc2)cc(OC)c1OC (stereo not drawn),0.3,-3.3,-2.7,18.3,3.4,5.0,7.9,-2.2
COc1ccc(CN(C)C[C@H]2Oc3ccc(NC(=O)C4CCCCC4)cc3C(=O)N([C@@H](C)CO)C[C@H]2C)cc1,-1.0,3.9,24.6*,-13.1,1.9,-4.5,1.3,-2.1
CCCCn1c(N)c(N(CCC(C)C)C(=O)COC(=O)c2cccnc2Cl)c(=O)[nH]c1=O,0.6,2.4,7.6,16.3,-0.8,-2.1,-4.2,.
COc1ccc(NC(=O)Nc2ccc3c(c2)C(=O)N([C@@H](C)CO)C[C@H](C)[C@@H](CN(C)S(=O)(=O)c2cccs2)OCCCC[C@@H](C)O3)cc1,0.1,.,3.6,3.1,-0.6,0.8,-3.1,19.4
C[C@H]1CN([C@@H](C)CO)S(=O)(=O)c2ccc(-c3cncnc3)cc2O[C@H]1CN(C)C(=O)C1CC1,-0.3,.,.,5.8,-1.5,.,-5.6,.
O=C1Nc2ccccc2CCc2ccccc21,0.5,0.5,-1.9,8.3,-0.7,9.4,-4.6,-1.1
CCCn1c(C2CCCN2c2nc(C)cs2)nc2cc(Cl)c(Cl)cc21 (stereo not drawn),0.2,8.1,.,7.6,-2.0,-5.6,16.2,2.6
O=C(C[C@@H]1C[C@@H]2c3cc(NS(=O)(=O)c4ccc(F)cc4)ccc3O[C@@H]2[C@@H](CO)O1)NCc1ccc(Cl)cc1,0.4,38.9,0.4,-15.4,-2.4,-6.8,9.5,1.5
CC(C)n1c(=O)c2ccccc2n1CC(=O)N1CCOCC1,-0.1,-5.5,-1.9,1.3,2.0,3.9,5.1,.
O=C(Nc1nnc(-c2ccco2)o1)c1ccc(S(=O)(=O)N2CCCCC2)cc1,0.2,-2.6,5.1,.,2.5,0.7,13.6,.
C/C=C/c1cnc2c(c1)C(=O)N([C@H](C)CO)C[C@@H](C)[C@H](CN(C)S(=O)(=O)c1ccc(C)cc1)O2,-1.0,.,-2.0,11.2,-0.2,0.1,-1.8,-4.2
CCc1ccc(/C=C/c2c([N+](=O)[O-])c(=O)n(C)c(=O)n2C)cc1,0.0,25.9,-4.7,-11.7,-3.6,?,-6.5,-3.5

# (cont.)
Structure,Xi reactivation,PAX8 reporter,DENV2 CPE rescue,GSIS activator,F508del corr,ERp5 inh,EWS-Fli inh,ARNT-TACC3 inh
CC(C)CCN1CCN(Cc2ccsc2)CC1CCO (stereo not drawn),0.3,-0.8,-1.0,2.2,0.3,3.6,3.7,-5.0
C=CCNc1ccc2c(c1)OC[C@H](CC(C)C)NS2(=O)=O,0.3,-7.2,-4.9,7.0,0.4,-8.3,-1.5,.
COCC#Cc1cnc2c(c1)C(=O)N([C@H](C)CO)C[C@H](C)[C@@H](CN(C)C(=O)Nc1c(C)noc1C)O2,1.5,.,1.9,37.2,-0.5,2.6,-3.1,-1.2
CC(C)CC(C(=O)OCC(=O)N1CCN(c2ccccc2)CC1)N1C(=O)c2ccccc2C1=O (stereo not drawn),0.1,0.2,-0.3,-14.3,-1.6,-4.4,-5.6,0.6
O=C(N/N=C/c1ccc(OC(=O)c2cccc(Br)c2)cc1)c1cccnc1,0.0,-7.2,14.1,4.7,-1.6,1.1,.,-0.9
COc1ccc(N(C(=O)Cn2nnc3ccccc32)C(C(=O)NC(C)(C)C)c2ccc(OC)c(O)c2)cc1 (stereo not drawn),0.3,3.2,16.2,5.2,-0.3,3.3,-1.5,0.2
COCc1cn(CC[C@H]2CC[C@@H](NC(=O)c3ccncc3)[C@@H](CO)O2)nn1,0.2,3.6,12.7,15.2,3.7,-2.6,-12.4,-19.4
CCNC(=O)Cn1c(=O)c2c(ncn2Cc2ccccc2)n(Cc2ccccc2)c1=O,.,.,.,17.3,1.8,4.3,-1.1,-4.3
O=C(C1CCC(CNc2c(N3CCCCC3)c(=O)c2=O)CC1)N1CCc2ccccc2C1 (stereo not drawn),0.2,30.7,-11.2,-0.8,1.2,5.2,8.8,.
CC(=O)N[C@@H](Cc1c[nH]c2ccccc12)C(=O)OCc1ccc(C#N)cc1,0.2,-1.6,-5.7,8.0,-0.9,0.3,.,.
COc1ccc(/C=C/C(=O)Oc2ccc(/C=N/NC(=O)c3ccncc3)cc2)cc1,-0.1,6.8,0.6,-2.4,1.4,5.2,-1.4,11.5
COC(=O)C[C@H]1C[C@H]2c3cc(NC(=O)NC4CCCC4)ccc3O[C@H]2[C@H](CO)O1,-0.1,5.7,8.4,7.1,-0.7,-0.7,-3.0,-0.7
O=C(C[C@@H]1CC[C@H](NC(=O)CN2CCOCC2)[C@@H](CO)O1)NCCc1ccncc1,0.0,-18.1,7.6,14.5,-0.1,1.5,0.8,-10.2
CCCNC(=O)c1cc(-c2ccc(OC)cc2)n(CCCOC)c1C,0.0,-7.1,-4.9,-4.7,-1.9,5.7,6.0,-14.0
CO[C@H]1CN(C)C(=O)c2cc(NC(C)=O)ccc2OC[C@@H](C)N(C(=O)C2CC2)C[C@@H]1C,-0.6,.,4.7,-5.1,-0.4,3.1,5.8,-0.4
Cc1ccc(C(O)c2ncc(-c3ccccc3)[nH]2)c(C)c1 (stereo not drawn),0.1,-31.9,11.8,-13.4,1.8,-3.1,-19.6,.
COc1ccc(-n2c(SCC(C)=O)nc3sc(C)c(C)c3c2=O)cc1,0.0,5.0,4.6,-2.9,3.1,-4.9,-2.1,-10.1
COc1ccc(C(=O)Nn2cnc3ccccc3c2=O)cc1[N+](=O)[O-],0.0,-23.0,-2.9,6.1,1.6,-0.2,-0.7,-0.1
O=C(COc1ccc2c(-c3ccccc3)cc(=O)oc2c1)NCCCn1ccnc1,.,.,-20.5,14.0,-3.2,-1.7,-0.6,-1.5

# Of the compounds above, eight have a halogen.
Structure,Xi reactivation,PAX8 reporter,DENV2 CPE rescue,GSIS activator,F508del corr,ERp5 inh,EWS-Fli inh,ARNT-TACC3 inh
C[C@H]1CN([C@@H](C)CO)C(=O)c2cc(-c3cccc(F)c3)cnc2O[C@H]1CN(C)C(=O)c1ccccn1,-0.8,.,?,28.1,-1.6,6.2,-3.2,-9.9
C[C@@H]1CN([C@H](C)CO)C(=O)Cc2cc(NS(=O)(=O)c3ccc(Cl)cc3)ccc2O[C@@H]1CN(C)C(=O)Nc1ccc2c(c1)OCO2,-0.9,-3.5,.,6.4,-1.0,.,2.1,.
CN1CCN(C2CN(Cc3cn(Cc4cccc(C(F)(F)F)c4)nn3)S(=O)(=O)C2)CC1 (stereo not drawn),-0.1,3.2,3.2,10.3,0.6,2.5,-10.9,.
CCOCCCN(C(=O)Cn1nnc(-c2ccc(C)o2)n1)C(C(=O)NCC1CCCO1)c1ccc(F)cc1 (stereo not drawn),0.0,-4.6,-5.5,-16.5,-1.4,13.0,3.5,-0.4
CCCCn1c(N)c(N(CCC(C)C)C(=O)COC(=O)c2cccnc2Cl)c(=O)[nH]c1=O,0.6,2.4,7.6,16.3,-0.8,-2.1,-4.2,.
CCCn1c(C2CCCN2c2nc(C)cs2)nc2cc(Cl)c(Cl)cc21 (stereo not drawn),0.2,8.1,.,7.6,-2.0,-5.6,16.2,2.6
O=C(C[C@@H]1C[C@@H]2c3cc(NS(=O)(=O)c4ccc(F)cc4)ccc3O[C@@H]2[C@@H](CO)O1)NCc1ccc(Cl)cc1,0.4,38.9,0.4,-15.4,-2.4,-6.8,9.5,1.5
O=C(N/N=C/c1ccc(OC(=O)c2cccc(Br)c2)cc1)c1cccnc1,0.0,-7.2,14.1,4.7,-1.6,1.1,.,-0.9

# As entered above.
# For F508del corr, `CCCNC(=O)c1cc(-c2ccc(OC)cc2)n(CCCOC)c1C` has -1.9
# For ERp5 inh, `O=C(N/N=C/c1ccc(OC(=O)c2cccc(Br)c2)cc1)c1cccnc1` has 1.1
